High-throughput results from PubChem BioAssay.
PI4K2A inh: PI4K2A (human) kinase inhibition. Q9BTU6. purified PI4K2A, ADP-Glo luminescence, 1 h; hits give low values. activity change, negative = inhibition, % at 76.9 µM. 420,000 compounds, 0.13% hits. AID 1346378; in the data active means activity change below about -50%; inconclusive means mostly about -30% to -49%;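 further: -100% = wells without enzyme as full effect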
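PI4K2A activity was measured by ADP-Glo luminescence: enzyme (4 ug/mL stock) and phosphatidylinositol (1.2 mM stock) in Tris pH 7.5/MgCl2/EGTA/Triton X-100 buffer were reacted with ATP (300 microM stock) for one hour at ambient temperature.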
RXFP1 ag: agonists of human relaxin receptor RXFP1; HEK293T-RXFP1 cAMP TR-FRET, 30 min; response scale: percent of porcine relaxin response, buffer zero; 370,000 compounds, 0.3% hits; Q9HBX9; AID 2676; Potency, µM (doses to about 57.5 µM), for inactives: at the top dose activation, most hits filed as activators; further: potency means the concentration at half of the fitted maximal effect; on the % scale 0 is the no-effect control and ±100 the full control effect; nearly all actives have a fitted effect of over 60% in size; many of its hits are not listed in these tables
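cAMP rise read by TR-FRET after 30 min, 37C compound exposure (up to 58 uM) in RXFP1-transfected HEK293 cells with Ro 20174 present. EC50 from Hill-equation fits, with 29 nM porcine relaxin as 100% and buffer as basal.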
Vif-APOBEC3G blk: blocks the Vif interaction with human APOBEC3G | 410,000 compounds, 0.076% hits | HeLa A3G-eYFP + Vif (tagged APOBEC3G with the HIV-1 protein that degrades it), YFP fluorescence, overnight | Potency, µM (titrated, usually from 46.1 µM), inactives show at the top dose activity, negative = active, hits mostly inhibitors;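 further: potency means the concentration at half of the fitted maximal effect; on the % scale 0 is the no-effect control and ±100 the full control effect; nearly all actives have a fitted effect of over 60% in size; hits raise eYFP signal because A3G escapes Vif-driven loss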
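HeLa cells stably expressing Vif and C-terminally eYFP-tagged A3G, seeded overnight at 37 deg C, then exposed to compound by pintool overnight at 37 deg C. Rise in yellow fluorescence (Ex 488/Em 500-530, Acumen) marks blocked Vif-driven A3G degradation.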
TrxR1 substrate: rat thioredoxin reductase 1 substrate activity; Potency, µM (top dose mostly 114 µM), without a hit: at the top dose activity change, negative = substrate turnover; 390,000 compounds, 0.01% hits; O89049; purified TrxR1 substrate turnover, NADPH consumption readout; further: potency means the concentration at half of the fitted maximal effect; on the % scale 0 is the no-effect control and ±100 the full control effect; nearly all actives have a fitted effect of over 50% in size
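Rat TrxR1, dispensed at 90 nM, was prereduced with 400 uM NADPH (final) for 5 min at ~22 deg C, then incubated with compound 15 min before 400 uM selenite. A first-read NADPH fluorescence drop versus no-compound background flagged substrates.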
Glioma ERSR ind: induces the endoplasmic reticulum stress response in human glioma cells; U87-MG GRP78 promoter luciferase reporter, 16 h; Potency, µM, for the others: at the top dose activation, actives largely listed as activators; 420,000 compounds, 0.02% hits; AID 602332; further: potency means the concentration at half of the fitted maximal effect; series mostly up to about 76 µM; % of control where 0% means no effect; nearly all actives have a fitted effect of over 35% in size
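ERSR induction read as luciferase luminescence (Bright-Glo, 10 min at room temperature) in stably transfected human U87-MG glioma cells exposed to compounds for 16 h, using GRP78 as sensor.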
LDHA block: LDHA (human) enzyme inhibition; P00338; purified LDHA, NADH/diaphorase-resazurin fluorescence; hits give low values; activity change, % (values are at about 110 or 230 µM); 480,000 compounds, 0.15% hits; AID 1347041; in the data active means activity change below about -30%; inconclusive means mostly about -25% to -30%;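 further: plate controls were DMSO wells for no effect and wells without enzyme for full effect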
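Human LDH5 at 2 nM final in Tris HCl pH 7.4 with 0.06 mM NADH and 0.2 mM pyruvate, reacted 5 minutes at room temperature. Remaining NADH coupled via diaphorase/resazurin; resorufin fluorescence read at 0 and 20 minutes, normalized to enzyme-free and DMSO wells.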
Vif-A3F inh: blocks the Vif interaction with APOBEC3F. HeLa A3F-eYFP + Vif (tagged APOBEC3F with the HIV-1 protein that degrades it), YFP fluorescence increase. 390,000 compounds, 0.2% hits. AID 602313. Potency, µM (titrated, usually from 46.1 µM), without a hit: at the highest dose activity, negative = active; further: potency means the concentration at half of the fitted maximal effect; % of control where 0% means no effect; nearly all actives have a fitted effect of over 65% in size
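HeLa cells stably expressing Vif plus C-terminally eYFP-tagged A3F were seeded, incubated overnight at 37 deg C, dosed with compound, incubated overnight again at 37 deg C. Yellow fluorescence (Ex 488/Em 500-530) reported blocked Vif-mediated A3F-eYFP degradation.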
USP1 inh: USP1/UAF1 (human) deubiquitinase inhibition | O94782 | AID 743255 | 390,000 compounds, 0.23% hits | recombinant USP1/UAF1, Ub-Rhodamine cleavage fluorescence | Potency, µM (highest dose often 57.1 µM), for the others: at the highest dose activity change, negative = inhibition, actives largely listed as inhibitors; further: potency means the concentration at half of the fitted maximal effect; on the % scale 0 is the no-effect control and ±100 the full control effect; nearly all actives have a fitted effect of over 60% in size; inactives centre near -12
Target sequence (O94782 whole entry, looked up): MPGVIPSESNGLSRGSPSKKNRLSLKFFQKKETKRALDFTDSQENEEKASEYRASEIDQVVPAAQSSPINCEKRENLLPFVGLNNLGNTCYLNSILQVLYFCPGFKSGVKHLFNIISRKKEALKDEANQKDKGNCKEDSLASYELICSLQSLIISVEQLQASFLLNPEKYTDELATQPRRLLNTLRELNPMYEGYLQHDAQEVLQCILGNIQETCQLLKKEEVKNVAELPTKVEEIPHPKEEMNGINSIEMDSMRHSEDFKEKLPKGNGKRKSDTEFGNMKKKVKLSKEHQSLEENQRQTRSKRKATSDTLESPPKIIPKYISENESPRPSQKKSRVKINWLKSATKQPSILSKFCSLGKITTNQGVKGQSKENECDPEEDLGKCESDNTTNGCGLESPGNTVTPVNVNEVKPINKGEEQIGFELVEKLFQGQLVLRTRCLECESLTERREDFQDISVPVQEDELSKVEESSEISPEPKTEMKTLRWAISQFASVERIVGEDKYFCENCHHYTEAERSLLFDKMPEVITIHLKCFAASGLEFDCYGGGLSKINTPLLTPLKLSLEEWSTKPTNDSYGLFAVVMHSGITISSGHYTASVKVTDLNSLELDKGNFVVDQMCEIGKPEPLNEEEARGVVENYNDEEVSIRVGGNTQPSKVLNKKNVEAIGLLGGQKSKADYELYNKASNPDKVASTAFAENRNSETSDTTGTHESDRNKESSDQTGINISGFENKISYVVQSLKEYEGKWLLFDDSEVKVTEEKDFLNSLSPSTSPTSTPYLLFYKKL
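Step one: compound is pinned into 1nM USP1/UAF1 in HEPES pH 7.8 buffer with TCEP. Step two: 15 min room-temperature incubation. Step three: Ub-Rho (150nM final) starts cleavage, tracked by fluorescence over six one-minute reads.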
IDH1 R132H inh: inhibitors of human mutant IDH1 R132H | O75874 | IDH1-R132H enzyme, NADPH consumption, diaphorase/resazurin fluorescence | Potency, µM (top dose mostly 76.6 µM), for inactives: at the highest dose activity change, negative = inhibition, usual class: inhibitors | 390,000 compounds, 0.093% hits; further: potency means the concentration at half of the fitted maximal effect; on the % scale 0 is the no-effect control and ±100 the full control effect; nearly all actives have a fitted effect of over 65% in size
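IDH1-R132H (0.5 ug/mL dispensed) in pH 7.5 Tris buffer was preincubated 30 min with compound, then given a substrate mix of 0.016 mM NADPH and 2 mM alpha-KG for 80 min at room temperature; remaining NADPH was read by diaphorase/resazurin fluorescence.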
Numbers without * were called inactive; ? = inconclusive; . = not tested or not shown; & = joins results of further samples; [ ] = another dose, or the depositor's remark. Unless noted, the call rests on the fitted dose curve; in most records, active means well fitted curve in the direction sought with a large enough effect; inconclusive means small, poorly fitted or top-dose-only effect, or another doubt; inactive means no such curve, though single readings can be large; an effect the other way counts as inactive or inconclusive. These rows are one share of the data, so the mix of outcomes need not match the whole.

structure,PI4K2A inh,RXFP1 ag,Vif-APOBEC3G blk,TrxR1 substrate,Glioma ERSR ind,LDHA block,Vif-A3F inh,USP1 inh,IDH1 R132H inh
O=C(CSc1nc(C2CCCCC2)nc2ccccc12)NCc1ccco1,2,-1.8%,-3%,14%[57.1 µM],-6%,-10,-6%,-15%,-1%
COc1cc(CN2CCCC(C(=O)Nc3cccc(-n4cccn4)c3)C2)ccc1F (configuration not stated),2,7.4%,-1%,1%,-6%,-2,1%,-23%,1%
Cc1cccc(NC(=O)C2CCN(S(=O)(=O)c3ccc4c(c3)CCCN4C(=O)C3CCC3)CC2)c1,-1,1.8%,-6%,5%[57.1 µM],-5%,-1,3%,-25%,-3%
O=C(COC(=O)C12CC3CC(CC(Br)(C3)C1)C2)Nc1cccnc1Cl,0,1.1%,5%,1%[57.1 µM],-4%,-1,10%,-9%,3%
O=C(CSc1nnc(CNC(=O)c2ccco2)o1)c1ccc(Cl)cc1,-7,-0.5%,1%,-3%,-8%,-5,-5%,-13%,10%
C[C@@H]1[C@H]2[C@@H](O[C@@H]3O[C@H](CO)[C@@H](O)[C@H](O)[C@H]3O)OC=C(C(=O)O)[C@H]2C[C@@H]1O,-6,-1.0%,1%,7%[57.1 µM],-4%,2,-22%,-1%,0%
C[C@@H]1CN([C@H](C)CO)S(=O)(=O)c2ccc(C#CCN(C)C)cc2O[C@@H]1CN(C)Cc1ccccc1F,-3,.,0%,.,1%,-4,-12%,-20%,4%
CCOc1ccc(NC(=O)CN(C)C(=O)c2c(C)nn(-c3ccccc3)c2Cl)cc1OCC,-1,-0.2%,-1%,-9%,-4%,-2,-6%,-12%,5%
CC1(C)CC(CC(=O)NNc2nc(-c3ccccc3)cs2)C(=O)O1 (configuration not stated),-1,0.0%,1%,-2%,-3%,-2,-5%,-15%,0%
CCC(=O)Nc1cc(-c2nc3ncccc3o2)ccc1Cl,2,1.0%,-5%,30%[activator],-3%,-1,7%,-21%,0%
Cc1c(C(=O)N(Cc2ccc(Cl)cc2)CC2CCCO2)oc2ccc(F)cc12 (configuration not stated),2,1.5%,-1%,-1%,-2%,-1,-8%,?,3%
COC(=O)CCCC1=CC2=CC(=O)C(C)(OC(=O)c3cccs3)C(=O)C2=CN1CC(C)C (configuration not stated),-11,0.0%,3%,-18%,-6%,16,-7%,-52%,2%[38.3 µM]
COC(=O)N/N=C1\CCCc2ccccc21,-4,0.0%,2%,-2%,-2%,3,3%,-17%,-4%
CCOc1ccc(NC(=O)CN(C)C(=O)CCCNC(=O)c2ccc(Cl)cc2)cc1OCC,4,.,-1%,.,-3%,-2,0%,-23%,3%
CCCCC(=O)Nc1nc2c(OC)cc([N+](=O)[O-])cc2s1,2,-0.3%,2%,-6%,1%,-1,3%,-1%,0%
CCC(CC)C(=O)c1c[nH]c(C(=O)NCc2ccco2)c1,2,0.2%,0%,1%,-3%,-12,-3%,-6%,2%
CN(CC(=O)NCc1cccs1)S(=O)(=O)c1cccc2cccnc12,-2,2.0%,1%,8%,-3%,-6,-17%,-2%,1%
CCn1nc(C(=O)OCc2cccc(S(=O)(=O)N(C)C)c2)c2ccccc2c1=O,-1,8.5%,-1%,2%,-2%,-5,-9%,-24%,-4%
CN(CC(=O)Nc1cccc(S(=O)(=O)N2CCOCC2)c1)CC(=O)Nc1ccc(Cl)c(C(F)(F)F)c1,-1,3.8%,-8%,-8%,-7%,-2,-26%,-18%,-2%
CSc1nc2c(cc1C#N)C(=O)CC(C)(C)C2,-1,1.7%,-3%,6%[57.1 µM],-3%,-4,0%,-11%,5%
O=C(CSc1nc2cc(Cl)ccc2s1)Nc1cccc(S(=O)(=O)N2CCOCC2)c1,-2,-0.4%,1%,-11%,-3%,3,-8%,-15%,1%
COC(C(=O)Nc1ccnn1C1CCN(Cc2cccc(C)n2)CC1)c1ccccc1 (configuration not stated),2,2.4%,-1%,8%,-3%,1,-2%,-4%,4%
Cc1cccc(S(=O)(=O)Nc2cccc(-c3cn4ccsc4n3)c2)c1,0,0.2%,-14%,-3%,-4%,-9,-7%,-19%,-5%
N#Cc1c(NC2CCCCC2)nc(-c2ccco2)c2c1CCCC2,-9,2.8%,-1%,56%[activator][57.1 µM],-6%,-9,-11%,-7%,8%
CCOc1ccc(NS(=O)(=O)c2ccc3[nH]cc(C(=O)NC4CCCC4)c(=O)c3c2)cc1,0,1.3%,-8%,-3%,-6%,-2,-8%,-9%,-17%
CCN(CC)S(=O)(=O)c1cccc(C(=O)N[C@H](C(=O)Nc2nc3ccccc3s2)C(C)C)c1,5,2.5%,1%,2%[57.1 µM],2%,-2,-6%,-23%,-4%
COc1ccc(C(O)c2ncc(-c3cccc(OC)c3)[nH]2)cc1 (configuration not stated),-3,.,-3%,.,-1%,-6,.,.,.
CCc1ccccc1NC(=O)CSc1nc2c(c(-c3ccco3)c1C#N)CCCC2,4,?,3%,11%,-5%,-20,-23%,4%,-2%
COc1cc(C(=O)Nc2ccc3c(c2)N(C2CCCC2)C(=O)c2ccccc2S3)cc(OC)c1OC,-2,-0.7%,-4%,-7%[57.1 µM],-4%,-7,-3%,-24%,-9%
CCCCNC(NCCCC)=C(S(=O)(=O)CC)S(=O)(=O)CC,3,2.7%,1%,-5%,-5%,-6,1%,5%,1%
CCC1(c2ccc(Cl)cc2)NC(=S)N(c2ccc(C)cc2)N1 (configuration not stated),1,4.5%,0%,-11%,7%,0,0%,-7%,2%
Cc1c(OCC(=O)N2CCC(C(N)=O)CC2)ccc2c3c(c(=O)oc12)CCCC3,-2,6.1%,0%,111%[activator],0%,3,-8%,4%,-6%
CC1(C)O[C@H]2OC([C@H](O)CON3C(=O)c4ccccc4C3=O)[C@H](O)[C@H]2O1 (some centres not stated),-6,1.0%,0%,-3%[57.1 µM],-1%,-1,3%,-14%,14%
NC(=O)c1ccccc1NC(=O)COc1ccc2c(c1)OCO2,3,1.8%,-1%,-2%,0%,-4,-16%,-7%,-5%
COc1ccc(-c2nc(C#N)c(N3CCCCCC3)o2)cc1OC,-8,9.4%,-7%,383%[activator],-2%,2&13,-1%,-6%,3%
CC1=C(C(=O)Nc2ccccc2)C(c2ccco2)C(C#N)=C(SCC(=O)Nc2cccc(C)c2C)N1 (configuration not stated),-2,-1.2%,1%,39%[activator],-2%,-8,-3%,?,0%
CCCCc1cc(=O)oc2cc(OCC(=O)NCC3CCC(C(=O)O)CC3)ccc12 (configuration not stated),-7,4.0%,4%,44%,-5%,-2,-7%,-15%,14%
Cc1ccccc1NS(=O)(=O)c1cc(C(=O)Nc2cccc([N+](=O)[O-])c2)ccc1C,3,-0.5%,-3%,5%[57.1 µM],-3%,-3,-4%,-17%,1%
CCOC(=O)c1c(NC(=O)Cn2cc([N+](=O)[O-])cn2)sc2c1CCC2,0,-0.6%,-1%,-6%,1%,1,-3%,-2%,1%
COc1ccc(-n2c(SCC3CNC(=O)O3)nnc2-c2ccc(Cl)cc2)cc1 (configuration not stated),-4,0.1%,-2%,0%,-5%,-2,-6%,-23%,-5%
O=C(NCC(=O)N(c1cccc(F)c1)C(C(=O)NC1CCCC1)c1ccncc1)c1ccco1 (configuration not stated),-4,-2.2%,-6%,7%[57.1 µM],-3%,6,-4%,-6%,1%
Cc1ccc(Oc2ccc(S(=O)(=O)N3CCOCC3)cc2C(N)=O)c(-n2nc3ccccc3n2)c1,-12,9.6%,?,27%[57.1 µM],-4%,-5,-18%,1%,1%
Cc1ccccc1-c1cccc([C@@H]2C[C@H]3[C@H](CON3C)CN2C(=O)C(C)(C)C)c1,-5,.,2%,7%,-2%,-2,0%,-20%,12%
O=C(N/N=C/c1c[nH]c2ccccc12)c1sc2ccccc2c1Cl,4,-0.3%,-4%,-9%[57.1 µM],0%,-7,-24%,-1%,-4%
CCN1CCN(c2ccc(S(=O)(=O)N3CCCCC3)cc2NC(=O)c2cccc(OC(F)F)c2)CC1,-3,1.4%,2%,-2%,-4%,-7,-11%,-7%,-2%
CCC/C(=C1/c2ccccc2C(=O)N1c1ccccc1)c1ccc2c(c1)OCO2,-1,-0.4%,-6%,-3%[57.1 µM],-2%,2,1%,-29%,-14%
COc1ccccc1C(=O)Nc1nnc(S(=O)(=O)N2CCOCC2)s1,-6,11%,-2%,-3%,2%,-1,-1%,-19%,6%
CCC(C)[C@H](NC(=O)NC(C)C)C(=O)O (some centres not stated),-1,0.6%,0%,6%,-4%,-4,4%,-14%,2%
CC1CCN(C(=O)N2c3ccccc3Sc3ccccc32)CC1,3,-0.6%,2%,6%[57.1 µM],-3%,-3,-9%,-18%,2%
